PREPL inh: inhibitors of human prolyl oligopeptidase-like enzyme PREPL; recombinant PREPL, fluorescence polarization activity-based probe; inhibition, % at 5.96 µM; 0.68% of 320,000 active; in the data active = inhibition above about 43%;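 note: 0% = enzyme with DMSO and 100% = wells lacking enzyme; many of its hits are not listed in these tables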
PAD4 inh: blocks human protein arginine deiminase 4; recombinant PAD4, RCA probe fluorescence polarization; AID 485272; 0.41% of 330,000 active; inhibition, % at 6.36 µM; Q9UM07;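 active = percent inhibition above a cutoff equal to the mean of all tested compounds plus 3 SD, cut at about 15% in these data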;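 note: 0% = PAD4 with RCA probe and DMSO and 100% = probe without PAD4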
LYPLA1 counter: LYPLA1 (human) inhibition in PME1 counter-screen. O75608. 0.16% of 320,000 active. recombinant LYPLA1, FP-Rh probe fluorescence polarization. inhibition, % at 5.9 µM;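 active = inhibition above the mean of all tested compounds plus 3 SD, set per campaign, cut at about 14% in these data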;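 note: inhibitors block serine hydrolase probe labeling of LYPLA1 so polarization falls; 0% = enzyme with DMSO and 100% = wells lacking LYPLA1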
Target sequence (O75608 whole entry, looked up): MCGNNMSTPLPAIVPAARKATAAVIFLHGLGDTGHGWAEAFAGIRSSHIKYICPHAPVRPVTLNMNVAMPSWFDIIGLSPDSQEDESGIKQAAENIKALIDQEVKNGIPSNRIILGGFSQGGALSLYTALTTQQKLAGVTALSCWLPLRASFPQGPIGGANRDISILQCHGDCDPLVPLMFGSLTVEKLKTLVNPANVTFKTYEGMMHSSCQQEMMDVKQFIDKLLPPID
EBNA-1 inh: blocks EBNA-1 binding to DNA; EBNA-1 DNA binding, fluorescence polarization; inhibition, % at 14.8 µM; 0.34% of 300,000 active; AID 1950; in the data active = inhibition above about 28%
PAFAH2 FP inh: PAFAH2 (human) inhibition. Q99487. inhibition, % at 3.39 µM. recombinant PAFAH2, FP-rhodamine activity probe, fluorescence polarization. AID 492956. 0.99% of 340,000 active;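 active = inhibition above the mean over all tested compounds plus 3 SD, cut at about 30% in these data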;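 note: inhibitors block probe labeling of enzyme so polarization drops; 0% = enzyme with DMSO and 100% = wells lacking PAFAH2 protein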
PAFAH1B3 inh: inhibitors of human PAFAH1B3. Q15102. recombinant PAFAH1B3, FP-rhodamine probe, fluorescence polarization. inhibition, % at 3.39 µM. 0.28% of 340,000 active. AID 492972;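 active = inhibition above the screen-wide average of all tested compounds plus 3 SD, cut at about 25% in these data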;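 note: 0% = enzyme with DMSO only and 100% = wells lacking PAFAH1B3 protein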
LYPLA2 inh: blocks human lysophospholipase 2, a PME1 counter-screen | recombinant LYPLA2, FP-Rh probe fluorescence polarization | inhibition, % at 5.9 µM | O95372 | 0.38% of 320,000 active;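 active = inhibition above the screen-wide mean plus 3 SD, limit set per campaign, cut at about 26% in these data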;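 note: 0% = LYPLA2 with DMSO and 100% = wells lacking LYPLA2 enzyme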
Target sequence (O95372 whole entry, looked up): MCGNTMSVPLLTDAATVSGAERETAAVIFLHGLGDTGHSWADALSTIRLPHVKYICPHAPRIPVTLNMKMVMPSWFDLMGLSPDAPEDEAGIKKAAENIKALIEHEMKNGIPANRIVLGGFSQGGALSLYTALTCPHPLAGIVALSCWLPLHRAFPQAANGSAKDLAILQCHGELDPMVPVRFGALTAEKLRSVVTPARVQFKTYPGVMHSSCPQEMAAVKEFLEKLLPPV
GSTO1 inh: GSTO1 inhibition, counter-screen for RBBP9 inhibitors; P78417; recombinant GSTO1, activity-based probe fluorescence polarization; inhibition, % at 5.96 µM; 1.1% of 300,000 active; AID 1974;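 active = inhibition above the campaign mean inhibition plus 3 SD, cut at about 35% in these data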;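 note: 0% = GSTO1-1 with DMSO and 100% = wells lacking GSTO1-1 enzyme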
Target sequence (P78417 whole entry, looked up): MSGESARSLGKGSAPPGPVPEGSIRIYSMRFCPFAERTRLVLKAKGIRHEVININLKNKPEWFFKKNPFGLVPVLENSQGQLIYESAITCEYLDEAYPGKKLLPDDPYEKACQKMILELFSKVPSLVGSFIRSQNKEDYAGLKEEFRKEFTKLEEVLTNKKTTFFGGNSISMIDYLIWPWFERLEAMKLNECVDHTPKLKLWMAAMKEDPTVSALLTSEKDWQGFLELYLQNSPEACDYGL
ZTA counter: counter-screen for EBNA-1 inhibitors: inhibitors of Epstein-Barr virus ZTA; AID 2234; ZTA-DNA binding, fluorescence polarization; 0.15% of 320,000 active; inhibition, % at 11 µM; P03206; in the data active = inhibition above about 33%
Target sequence (P03206 whole entry, looked up): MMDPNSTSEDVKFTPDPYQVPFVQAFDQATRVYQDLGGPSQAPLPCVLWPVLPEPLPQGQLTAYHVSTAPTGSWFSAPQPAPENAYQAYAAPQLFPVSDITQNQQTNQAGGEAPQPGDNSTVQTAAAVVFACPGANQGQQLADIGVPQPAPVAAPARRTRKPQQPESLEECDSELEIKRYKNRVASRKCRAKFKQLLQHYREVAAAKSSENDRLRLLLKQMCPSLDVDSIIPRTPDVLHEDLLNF
Active calls of the source: *; / = no result given. A portion of the library; rates above refer to the full screens.

SMILES	PREPL inh	PAD4 inh	LYPLA1 counter	EBNA-1 inh	PAFAH2 FP inh	PAFAH1B3 inh	LYPLA2 inh	GSTO1 inh	ZTA counter
Cc1ccc(C(=O)CC2(O)C(=O)N(Cc3ccc4c(c3)OCO4)c3ccccc32)cc1 (configuration not stated)	-12	4	-2	-1	2	1	-2	5	-2
NC(=O)c1nsc(C(=O)N(c2ccccc2)C(C(=O)NC2CCCC2)c2ccncc2)c1N (configuration not stated)	-7	4	0	-9	-7	6	0	-1	-18
CC(C)CNC(=S)N1CCC(c2nc(-c3ccc(F)cc3)no2)CC1	-8	-6	0	3	-9	3	9	-2	-2
CCc1ccc(N2CC(C(=O)NCCC3=CCCCC3)CC2=O)cc1 (configuration not stated)	3	-6	-1	-3	2	7	4	0	-13
Cc1ccc(C)c(OC(=O)c2cccc(S(=O)(=O)N3CCN(C)CC3)c2)c1	-5	-4	2	-10	2	5	1	1	-10
O=C(Cc1cccs1)Nc1cccc(-c2nc3ccccc3[nH]2)c1	-7	2	-8	-2	6	-2	-16	-11	17
Cc1ccc(Cl)c(OCC(=O)Nc2ccc3c(c2)OCCO3)c1	2	3	-2	-5	-10	-2	1	-4	3
COCCCOc1cc(NCc2ccccc2)c2ncn(C(C)C)c2c1	21	-8	/	/	2	2	/	/	/
Nc1oc2ccccc2c(=O)c1C=O	19	-3	-3	-2	3	2	-3	5	-10
Fc1ccccc1Cc1nnc2n1N=C(c1ccc(Cl)cc1)CS2	-32	-2	-3	5	2	4	-4	1	8
COC(=O)c1[nH]c2cccc(OC)c2c1NC(=O)CCN1CCN(c2ccccc2OC)CC1	-2	4	2	4	3	9	-1	2	2
Cn1c(NC2CCCCC2)cc(=O)n(C)c1=O	-1	8	-1	10	4	9	0	11	17
Cc1ccc(CC(=O)Nc2nccs2)cc1C	2	-9	0	-6	-7	-5	-10	4	-1
CC(C)(C)OC(=O)NCCCCCNC(=O)c1[nH]cnc1C(=O)Nc1cccc(Cl)c1	13	-2	1	/	0	4	-3	/	16
Cc1cc(C)nc(SCC(=O)Nc2ncc3c(n2)CC(C)(C)CC3=O)n1	-1	-9	4	7	9	9	3	-3	2
Cc1c(Cl)cccc1NC(=O)COC(=O)C12CC3CC(CC(O)(C3)C1)C2	7	-6	1	/	43*	4	1	/	-2
Cc1sc(NC(=O)/C=C/c2ccc3c(c2)OCO3)nc1-c1ccccc1	4	-2	-17	7	-16	-9	-16	-6	13
Cc1cc(=O)n2nc(N3CCCC3C(=O)Nc3cccc(Cl)c3C)sc2n1 (configuration not stated)	6	-11	-6	-23	-1	4	-2	-6	-24
COc1ccc(C2CC(=O)N(c3ccccc3)C3=C2C(=O)CCC3)cc1 (configuration not stated)	0	5	3	-4	/	/	0	7	-23
CCC1CCCCN1C(=O)COC(=O)c1n[nH]c2ccccc12 (configuration not stated)	-1	4	8	9	9	7	10	5	-1
CN(CC(=O)Nc1c(Cl)cccc1Cl)C(=O)CNC(=O)c1ccc2ccccc2c1	34	2	-3	-7	-4	-2	-8	9	1
O=C(Nc1c(F)cccc1F)C(c1ccccc1)c1ccccc1	-2	0	-4	2	/	/	1	6	6
CCc1nc(N2CCCC(C)C2)c2oc3ccccc3c2n1 (configuration not stated)	2	-2	-2	-5	1	-1	2	6	-5
CCC(=O)N1CCc2cc(S(=O)(=O)NC(Cc3ccccc3)C(=O)NC3CCCC3)ccc21 (configuration not stated)	-11	-5	2	-22	10	13	-1	-3	-9
O=C(c1ccccc1)c1nn(-c2ccccc2)c2nnc(Cc3ccccc3)c(=O)n12	4	1	-6	-4	27	3	-2	2	-4
Brc1cccc(CNc2nc3ccccc3n2CCN2CCCCC2)c1	52*	3	2	-18	3	3	1	-5	-2
Cc1ccc2c(c1)cc1c(=O)n(CC(=O)NCc3ccccn3)nc(C)n12	2	-3	-2	-13	3	-4	2	5	-12
CCN(CCO)c1nc(SC)nc2c1sc1nc(-c3ccco3)c3c(c12)CCC3	-2	-2	-5	11	0	-3	0	0	11
CC(C)c1nccn1S(=O)(=O)c1cc(Cl)ccc1Cl	1	1	2	2	-6	3	3	5	-11
Cc1cccc(-c2nn(-c3ccccc3)cc2C(=O)N(C)CC(=O)Nc2ccc(N3CCOCC3)cc2)c1	-5	2	1	1	-5	0	3	5	14
Cc1cc(-c2nnc(-c3cccc(Cl)c3)o2)no1	-3	2	-1	3	-2	4	0	-2	13
COCCNC(=O)C(c1ccccc1)N(Cc1cccs1)C(=O)Cn1nnc2ccccc21 (configuration not stated)	3	1	-3	6	-3	8	-5	0	3
CCCCn1c(=O)c(CCC(=O)OCC(=O)NC(C)c2ccccc2)nc2ccccc21 (configuration not stated)	2	1	-6	4	-1	-2	-2	1	-11
CCn1c(=N)n(CC(O)COc2ccc(C)cc2)c2ccccc21 (configuration not stated)	14	3	4	-10	5	5	7	-9	-10
Cc1ccccc1C(=O)NC1CCN(CC(=O)Nc2ccc(Br)cc2)CC1	-18	-3	5	2	-3	10	-1	28	9
COc1ccccc1CN1CCC(CNS(=O)(=O)c2cc(-c3onc(C)c3C)ccc2OC)CC1	14	-6	-1	-19	2	2	-1	2	3
Cc1ccc(C(C)C)cc1S(=O)(=O)NCc1cccnc1	0	-7	1	-5	-2	16	-1	-1	-1
O=C(CCNS(=O)(=O)c1ccc2[nH]c(=O)oc2c1)Nc1ccccc1	-2	0	5	4	5	5	5	1	12
CCOc1ccccc1OC(=O)CN1C(=O)c2ccccc2C1=O	3	-1	2	3	3	-1	-2	6	-5
C#CCOCCOCCOCCNc1nc(N2CCN(C(=O)[C@H]([C@@H](C)CC)n3cc(CCCCN)nn3)CC2)nc(N2CCN(C(=O)[C@H](CCCCN)n3cc(CCC(=O)O)nn3)CC2)n1	1	3	0	-4	-1	2	2	1	-15

Reprinted from the part before: two compounds, then new ones.
SMILES	PREPL inh	PAD4 inh	LYPLA1 counter	EBNA-1 inh	PAFAH2 FP inh	PAFAH1B3 inh	LYPLA2 inh	GSTO1 inh	ZTA counter
CCOc1ccccc1OC(=O)CN1C(=O)c2ccccc2C1=O	3	-1	2	3	3	-1	-2	6	-5
C#CCOCCOCCOCCNc1nc(N2CCN(C(=O)[C@H]([C@@H](C)CC)n3cc(CCCCN)nn3)CC2)nc(N2CCN(C(=O)[C@H](CCCCN)n3cc(CCC(=O)O)nn3)CC2)n1	1	3	0	-4	-1	2	2	1	-15
C=CCc1cccc(/C=N/n2cnnc2)c1O	2	2	0	7	-8	5	0	-1	-15
Cc1ccc(-c2ccc(/C=N/c3ncn[nH]3)o2)cc1Cl	-26	-7	3	-7	7	6	9	1	5
O=C(Nc1n[nH]c(C(F)(F)F)n1)C1CC1	4	2	-1	10	-1	0	-3	3	18
CN(C)c1ccc(N=Cc2nc(-c3ccccc3)oc2OC(=O)c2cccc(Cl)c2)cc1	5	1	-1	0	1	11	-9	2	10
O=C(Nc1ccccc1-c1ccccc1)c1ccccc1Br	-5	2	-4	12	-3	7	2	4	15
O=C1c2ccccc2NC(c2cccnc2)N1c1ccccc1F (configuration not stated)	8	0	-2	-14	-1	-1	-5	7	-14
COc1cccc(NC(=S)N(Cc2ccc(Cl)cc2)Cc2ccc(C(=O)O)cc2)c1	-3	-1	-2	2	-9	2	4	-2	10
CC(C)c1ccc(NC(=O)CSc2n[nH]c(=O)n2-c2cccnc2)cc1	1	-2	1	-2	10	0	-2	4	-2
CCCc1c2c(cc3c(=O)cc(C(=O)OCC)oc13)CCCC2	2	-2	-1	7	1	10	-5	-29	-11
CCC1(CC)Cc2ccccc2-c2nc(NN)[nH]c(=O)c21	4	-1	-3	4	2	0	-5	-16	-2
CCOc1ccccc1N(CC(=O)NC(C)(C)C)C(=O)c1ccc(CN2CCOCC2)o1	1	4	-2	4	10	-5	-2	-1	9
CC(OC(=O)/C=C/c1ccccc1Cl)C(=O)NC1CCCCC1C (configuration not stated)	12	-1	1	-10	-7	2	1	-6	-2
CC(C)n1cc(/C=C2/SC(=O)N(CC(=O)Nc3ccc4c(c3)OCO4)C2=O)c2ccccc21	20	-5	1	12	-10	-10	2	5	-5
CC(=O)NCCC(=O)Nc1cc(S(=O)(=O)N2CCCCC2)ccc1Oc1ccccc1	6	0	0	1	0	-14	-5	-1	3
c1ccc(CCN2CN=C(Nc3nc4ccccc4o3)NC2)cc1	-14	2	2	8	-4	1	5	0	7
COc1ccc(C(=O)c2c(C)oc3ccc(O)cc23)c(OC)c1	-3	-2	-5	1	-6	8	1	-1	-8
Cc1ccc(Cn2ncc(Cl)c(Cl)c2=O)cc1	0	6	3	-4	0	-42	5	14	2
CCOC(=O)CSc1nnc(-c2ccccc2OC)o1	1	-4	0	8	0	12	2	1	8
CCn1c(SCC(=O)NCC2CCCO2)nc2c(c1=O)SC(C)C2 (configuration not stated)	-2	-1	-1	1	-4	0	-3	0	12
CCN(CC)S(=O)(=O)c1ccc(Cl)c(NC(=O)COC(=O)c2nc3nc(C)cc(C)n3n2)c1	-1	-4	/	/	-2	1	/	/	/
CC(C)CN(C(=O)COC(=O)c1nc(Cl)ccc1Cl)C1CCS(=O)(=O)C1 (configuration not stated)	8	2	-1	2	-2	2	1	8	-3
Cc1c(C)n(Cc2ccccc2)c2ncnc(NN)c12	5	5	2	13	-5	3	0	4	39*
CC(C)(C)c1ccc(OCCOCCn2cnc3ccccc3c2=O)cc1	-2	-2	1	6	-2	-2	-5	-1	14
C=CCNC(=O)C1CCCN(S(=O)(=O)c2ccc(-n3cnnn3)cc2)C1 (configuration not stated)	4	-2	-2	5	7	11	0	2	-15
COc1ccc(N2CCN(C(=O)CSc3nnc4c(C)cc5ccccc5n34)CC2)cc1	21	-2	2	10	-1	9	8	6	-5
CCn1c(SCC(=O)N/N=C/c2ccncc2)nc2ccccc21	-8	-3	1	-2	14	10	-2	0	-20
Cc1ccc(C(=O)N/C(=C/c2ccco2)C(=O)NCCc2c[nH]c3ccccc23)cc1C	-7	-2	-1	-21	14	7	-6	-6	0
COc1ccc(/C=C/C(=O)c2ccccc2O)cc1	5	-7	-4	15	-5	1	2	7	0
COc1cc(C(=O)OCC(=O)Nc2cc(C)on2)c([N+](=O)[O-])cc1OC	1	-2	5	3	37*	4	5	-6	0
Cc1cccc(C(=O)N/C(=C/c2ccco2)C(=O)N2CCCCCC2)c1	4	-2	-2	-8	2	7	-7	-3	-9
O=C(NNC(=O)c1ccc(S(=O)(=O)N2CCCCC2)cc1)c1ccc(F)cc1	-8	2	-5	4	-7	6	2	0	-14
COc1ccc(N=C2SC(CC(=O)Nc3ccccc3)C(=O)N2Cc2ccco2)cc1 (configuration not stated)	11	-2	-7	0	-7	-1	-6	-7	-3
O=C(NCC(=O)N1CCN(C(=O)c2ccco2)CC1)c1cccc(Cl)c1	5	3	-5	/	3	4	0	/	10
CC1(C)Cc2ccccc2C(NNC(=O)c2ccccc2)=N1	13	5	-1	-2	3	0	3	4	-11
COC(=O)C1CCN(C(=O)COc2cc3sc(C)nc3c3sccc23)CC1	-3	-1	-2	2	-4	-5	4	22	-2
CS(=O)(=O)c1ccc2nc(NC(=O)c3ccc(NS(=O)(=O)c4ccc(F)c(F)c4)cc3)sc2c1	-6	-8	-27	19	-1	4	-38	-239	87*
CC1CCCCN1S(=O)(=O)c1ccc(NC(=O)c2cccc(-n3cnnn3)c2)cc1 (configuration not stated)	-2	-2	-17	3	-10	0	-15	-12	3
Cc1cc(Oc2ccccc2)nc(N)n1	13	-4	1	-7	-4	-1	-1	-4	0
COCc1cc(=O)n2[nH]cc(-c3ccccc3)c2n1	0	-1	2	-12	-3	7	-2	2	2

3 compounds from above with just PREPL inh and PAFAH1B3 inh.
SMILES	PREPL inh	PAFAH1B3 inh
CCn1c(SCC(=O)N/N=C/c2ccncc2)nc2ccccc21	-8	10
COC(=O)C1CCN(C(=O)COc2cc3sc(C)nc3c3sccc23)CC1	-3	-5
COc1ccc(/C=C/C(=O)c2ccccc2O)cc1	5	1

Screening data: PubChem BioAssay, The Scripps Research Institute Molecular Screening Center
